# Bioassay records (PubChem BioAssay)
# VCAM1 TNFa inh – inhibitors of TNFa-induced VCAM1 expression, primary screen, imaging, HUVEC, TNFa stimulus, immunofluorescence; HUVEC TNFa-induced VCAM-1 immunofluorescence, high-content imaging; inhibition, % at 2 µM; 95,000 tested, 0.48% active;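 active = inhibition above the batch mean plus 3 SD, with images confirmed as a hit by eye, cut at about 37% in these data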;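 also: 0% = TNF-stimulated DMSO wells and 100% = unstimulated control wells; not every result past the cut was called active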
# HUVEC tox IL1B – cytotoxicity in IL-1B stimulated HUVEC, primary screen, cytotoxicity control for IL-1B NFkB translocation project, imaging, Hoechst nuclear count, IL-1B stimulus | HUVEC cell count loss | cell count reduction, % at 2 µM | 94,000 tested, 0.41% active;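 active = cell count reduction more than 3 SD above the screen-wide mean, cut at about 70% in these data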;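 also: normalized per plate to untreated control cells as the no-loss baseline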
# PTK2B oligo ant – antagonists of Pyk2 self-association, primary screen, Q293 cells, FERM NanoBiT luminescence, HTS; Protein-tyrosine kinase 2-beta (Homo sapiens), Q14289; 99,000 tested, 0.83% active; stronger effect = lower value; z-score (the deposit names both 25 µM and 10 µM);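 active = Z-score of -3 or lower, scaled per plate to the spread of control and sample wells; inactive = z-score above -3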;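 also: negative z-score means lost luminescence so less FERM oligomerization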
# TNFa cytotox – cytotoxicity in TNFa-stimulated HUVEC, primary screen, cytotoxicity control for VCAM1 expression modulator project, imaging, Hoechst nuclei count; HUVEC TNFalpha-stimulated, Hoechst cell count; cell count reduction, % at 2 µM; 93,000 tested, 0.17% active; AID 848, 2007;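 active = cell count reduction exceeding the screen mean by over 5 SD, scaled to untreated wells per plate, cut at about 78% in these data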;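 also: cells counted after 24 h of TNF alpha exposure following the 1 h pretreatment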
# H69AR inhibit – proliferation blockers of H69AR lung cancer cells, primary screen, cell-based, human, 86K library | H69AR lung tumor viability, ATP luminescence, 72 h; stronger effect = lower value | viability, % at 10 µM | 85,000 tested, 6% active;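 active = viability at or below 40%; inactive = viability above 40%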;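 also: multidrug resistant small cell line overexpressing MRP-1 efflux transporter; 100% = mean luminescence of untreated control wells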
# Smad3 FoxH1 inh – Smad3/FoxH1 peptide binding inhibitors, primary screen, biochemical, TR-FRET; inhibition, % at 25 µM; TR-FRET Smad3/Dy647-FoxH1 peptide binding, europium anti-His; Mothers against decapentaplegic homolog 3 (Homo sapiens), P84022; 88,000 tested, 0.29% active;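 active = compounds that reduce the energy-transfer binding signal between the protein and its labelled peptide by more than half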;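 also: 0% = Smad3 plus labelled peptide maximal FRET and 100% = peptide-only background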
# Target sequence (P84022 whole entry, looked up): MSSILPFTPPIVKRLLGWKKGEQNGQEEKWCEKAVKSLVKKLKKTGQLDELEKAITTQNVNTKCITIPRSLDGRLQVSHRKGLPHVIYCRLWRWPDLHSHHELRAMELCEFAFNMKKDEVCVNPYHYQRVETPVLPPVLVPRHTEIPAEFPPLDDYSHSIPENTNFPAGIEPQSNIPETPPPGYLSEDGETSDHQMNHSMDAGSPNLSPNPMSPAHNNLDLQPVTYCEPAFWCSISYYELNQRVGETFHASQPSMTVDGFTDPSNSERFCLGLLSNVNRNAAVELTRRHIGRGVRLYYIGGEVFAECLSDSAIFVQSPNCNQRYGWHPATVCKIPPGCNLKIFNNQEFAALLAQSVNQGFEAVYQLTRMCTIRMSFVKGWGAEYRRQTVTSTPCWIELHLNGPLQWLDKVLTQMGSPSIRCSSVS
# F-actin modifier – modifiers of F-actin cytoskeleton organization, primary screen, imaging, HUVEC, phalloidin staining, high-content imaging | HUVEC TNFa F-actin phalloidin imaging | inhibition, % at 2 µM | 91,000 tested, 0.18% active | AID 836, 2007;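 active = inhibition above the batch mean plus 3 SD and confirmed as a hit by visual image inspection, cut at about 30% in these data, passing the limit was not always enough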; also: strong numbers were not always called active
# Lung fibro prol – antiproliferative effect on LL 47 fibroblasts – human, LL 47 cells, CellTiter-Glo luminescence, primary screen; 85,000 tested, 1.1% active; LL 47 human lung fibroblast viability, ATP luminescence; stronger effect = lower value; viability, % at 10 µM;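 active = viability at or below 50% in the single dose screen; inactive = viability above 50%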;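 also: compound exposure lasted 72 h before the ATP readout; 100% = median luminescence of untreated cell-only wells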
#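 Benchmarks: Cell-only wells, no compound | Test system: LL 47 human lung fibroblasts, passage 12 or lower | Input: 1,150 cells/well | Measured by: CellTiter-Glo luminescence measuring cellular ATP | Medium: IMEM, 15% FBS supplement | Schedule: Overnight attachment after seeding, then 72 h compound exposure at 37 °C | Doses: Compound addition at 0.1% DMSO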
# HUVEC inhibit – inhibitors of HUVEC proliferation, primary screen, cell-based, 384-well. CellTiter-Glo luminescence, 72 h; stronger effect = lower value. viability, % at 10 µM (by protocol). 86,000 tested, 1.1% active. AID 648, 2007;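 active = viability at or below 30%; inactive = viability above 30%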;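 also: 100% = median luminescence of DMSO-only cell control wells on each plate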
# Numbers without * were called inactive; nt = not tested or not shown; [ ] = dose if it differs, or a comment.
canonical_smiles	H69AR inhibit	Lung fibro prol	HUVEC inhibit	HUVEC tox IL1B	PTK2B oligo ant	TNFa cytotox	VCAM1 TNFa inh	F-actin modifier	Smad3 FoxH1 inh
O=C1NC(c2ccccc2)C(C(=O)c2cccs2)=C1O (stereo not drawn)	104.5	100.1	108.2	-5.4	0.81	-2.8	11.8	-12.5	-5.5
COc1ccc(N(CC(=O)NN=C2CCCCCCC2)S(=O)(=O)c2ccccc2)cc1	nt	nt	nt	-9.7	-0.68	-15.0	1.4	6.6	nt
CCOc1ccc(Cn2ccnc2CCl)cc1[N+](=O)[O-]	nt	nt	nt	-11.4	0.02	1.3	-1.5	-13.2	nt
Cc1ccc(C(=O)Nc2onc(C)c2C#N)cc1	nt	nt	nt	6.6	-0.65	5.3	-1.3	7.6	nt
Cc1ccccc1-c1nnc(SCc2ccc(F)cc2)o1	101.0	103.0	128.6	9.7	-0.22	1.2	-7.3	-12.9	2.9
CCOc1cc(CNCC2CCCO2)cc(Br)c1OCC(N)=O (stereo not drawn)	47.7	102.1	99.7	-21.2	-0.59	0.0	8.2	2.1	1.0
CC1CCC2(CC1)SCC(=O)N2c1ccccc1 (stereo not drawn)	87.8	94.3	91.3	-40.3	0.69	-11.8	23.2	-0.6	-1.3
CC(C)NC(=O)NC(=O)CSc1nnc(COc2ccccc2F)n1C(C)C1CC2CCC1C2 (stereo not drawn)	52.8	85.1	64.0	-5.5	-0.03	nt	nt	nt	-3.1
O=C(c1ccccc1)N1CCN(c2ccc(NCc3ccc4c(c3)OCO4)cc2)CC1	nt	nt	nt	-7.9	nt	0.0	2.6	10.0	nt
Cc1ccccc1C(O)c1ccncc1 (stereo not drawn)	nt	nt	nt	13.9	-0.29	-25.0	4.0	-7.3	nt
Cc1ccc(C)c(Cn2c(=O)n(CCCC(=O)NCc3ccco3)c(=O)c3ccccc32)c1	36.0*	82.9	85.7	nt	nt	nt	nt	nt	-7.7
O=c1oc2ccccc2n1Cn1c(=O)oc2ccccc21	84.7	94.3	95.7	3.3	1.01	-0.5	-21.6	-8.4	3.2

# Next structures.
canonical_smiles	H69AR inhibit	Lung fibro prol	HUVEC inhibit	HUVEC tox IL1B	PTK2B oligo ant	TNFa cytotox	VCAM1 TNFa inh	F-actin modifier	Smad3 FoxH1 inh
CCOC(=O)N/N=C/c1ccccc1F	nt	nt	nt	-80.7	-0.25	-13.4	6.6	6.1	nt
O=C(NCCc1ccccc1)c1noc2c1CCc1ccccc1-2	84.0	106.0	109.7	-2.2	-0.42	-33.3	-50.6	-16.4	0.3
CC(C)C1N=C(c2ccc3c(c2)OCO3)CC(c2ccccc2O)N1 (stereo not drawn)	2.1*	55.6	59.1	nt	-0.98	-1.2	1.7	-2.9	3.6
COc1ccc(CCNC(=O)NC23CC4CC(CC(C4)C2)C3)cc1OC	97.5	95.8	108.2	-4.7	0.53	-5.1	-8.8	2.4	0.8
Cc1ccc(S(=O)(=O)N2CCCC(C(=O)NCCC3=CCCCC3)C2)cc1 (stereo not drawn)	91.6	92.8	96.3	7.0	-0.03	-12.2	23.8	1.0	3.1
CC(=O)c1cccc(N(C(=O)c2ccccn2)C(C(=O)NC2CCCCC2)c2cccs2)c1 (stereo not drawn)	nt	nt	nt	-35.2	0.45	3.2	2.8	21.7	nt
CCC(=O)Nc1ccc(-c2nn3c(C)nnc3s2)cc1	92.6	94.4	90.6	13.9	nt	6.6	3.1	-6.0	-5.2
COc1ccc2c(C)cc(N3CCN(c4ccc(F)cc4)CC3)nc2c1	78.4	84.4	90.0	12.2	-0.43	4.9	2.7	-7.1	19.1
COc1ccc(-c2c3c(nc4sc5c(Cl)nc(C)nc5c24)CCC3)cc1	nt	nt	nt	0.3	0.53	-41.4	-1.6	2.5	nt
Cc1ccc(S(=O)(=O)NCCn2c(C)cc3ccccc32)cc1	69.6	95.7	76.2	0.8	nt	-7.0	-18.0	nt	10.0[fluorescence artefact?]
Cc1ccc2[nH]c3c(c2c1)CN(C(=O)CN(C)CC1OCCO1)CC3	92.5	94.4	81.4	-13.7	-0.35	-4.1	18.8	-9.4	3.3
O=C1NCCCc2nc(Oc3ccccc3)sc21	94.8	97.2	101.3	2.5	-0.23	-26.0	12.4	nt	-4.9

# Other entries.
canonical_smiles	H69AR inhibit	Lung fibro prol	HUVEC inhibit	HUVEC tox IL1B	PTK2B oligo ant	TNFa cytotox	VCAM1 TNFa inh	F-actin modifier	Smad3 FoxH1 inh
COC(=O)c1ccc(NC(=O)Nc2ccc(C)cc2)cc1	76.3	104.5	95.8	10.1	-0.58	-24.3	0.8	-8.0	18.8
Cc1c(NC(=O)CC(O)(C(F)(F)F)C(F)(F)F)c(=O)n(-c2ccccc2)n1C	87.7	99.9	90.3	15.5	-0.2	2.7	11.0	-6.8	-6.2
CCCCCC(=O)Nc1nc(C)c(-c2csc(Nc3ccccc3OC)n2)s1	nt	nt	nt	12.6	nt	-11.6	17.0	-1.7	nt
CC(C)(C)c1ccc(C(=O)Nc2ccc(N3CCOCC3)cc2)cc1	46.6	89.8	70.0	11.7	-0.49	-1.4	4.9	0.0	9.7
O=C(O)c1ccc(COc2ccc(CO)cc2Cl)cc1	76.7	102.6	91.8	-10.7	-0.56	-13.2	28.1	4.7	-3.5
COC(=O)C(NC(C)=O)(Nc1nc2c(s1)CCCC2)C(F)(F)F (stereo not drawn)	91.5	102.8	104.2	nt	0.16	nt	nt	nt	9.5
CC(=O)Nc1ccc(S(=O)(=O)Nc2cccc(N(C)S(C)(=O)=O)c2)cc1	92.4	98.2	109.5	-10.7	1.23	nt	-3.8	-1.7	2.2
CN(C(=O)c1ccc(S(=O)(=O)N2CCCC2)cc1)C1CCCCC1	84.7	98.3	87.6	-8.1	-0.04	-5.2	-5.3	nt	6.8
CCn1c(CNC(=O)COc2ccc(C(C)C)cc2)nnc1SCC(=O)Nc1ccccc1	nt	nt	nt	-8.1	-0.37	-31.9	-9.0	-1.2	nt
CC(C(=O)OCn1nnc2ccccc2c1=O)N1C(=O)c2ccccc2C1=O (stereo not drawn)	87.2	104.0	88.2	-40.2	1.31	-21.7	9.9	-3.0	-2.8[fluorescence artefact?]
COCNc1nc(OCC#N)nc(N(C)C)n1	97.0	103.0	93.6	26.1	0.71	-16.5	-2.7	21.1	7.8
Cc1cc(SCC(=O)NC(=O)NCc2ccco2)nc2c(C)cccc12	65.1	88.9	99.7	nt	0.72	nt	nt	nt	9.2

# Continuation:
canonical_smiles	H69AR inhibit	Lung fibro prol	HUVEC inhibit	HUVEC tox IL1B	PTK2B oligo ant	TNFa cytotox	VCAM1 TNFa inh	F-actin modifier	Smad3 FoxH1 inh
COc1cccc(N(CC(=O)NC(C)c2ccccc2)S(C)(=O)=O)c1 (stereo not drawn)	nt	nt	nt	-0.9	0.26	-17.8	3.5	-28.8	nt
N#Cc1nc(-c2ccco2)oc1N1CCC(C(N)=O)CC1	88.2	106.9	108.3	-54.9	0.16	-41.0	-8.4	-36.3	3.1
Cn1ncc2c(Nc3cccc(C(=O)O)c3)ncnc21	92.8	92.4	96.5	-13.2	0.86	-13.0	-6.8	7.7	4.5
O=S(=O)(c1ccc2ccccc2c1)N(CC(O)COCc1ccco1)c1ccccc1 (stereo not drawn)	88.4	88.9	82.2	7.3	0.41	-15.2	7.0	2.1	0.5
Cc1cccc2cc(CN(Cc3ccco3)C(=O)Nc3cccc(C#N)c3)c(Cl)nc12	nt	nt	nt	-33.1	-1.39	7.7	12.1	-5.8	nt
COc1ccc(OC)c(NS(=O)(=O)Cc2ccccc2)c1	nt	nt	nt	8.5	nt	-11.4	11.5	-6.7	nt
Cc1cc(C)c2nc3c(c(C(=O)O)c2c1)CCC3	97.1	104.3	103.3	nt	1.28	nt	nt	nt	16.5[fluorescence artefact?]
O=C(Nc1nc(-c2ccccc2)cs1)C1CCCN(S(=O)(=O)c2cccc([N+](=O)[O-])c2)C1 (stereo not drawn)	nt	nt	nt	9.0	-0.36	-5.3	12.2	-10.8	nt
CN(CC(=O)N1CC=C(c2ccccc2)CC1)S(=O)(=O)c1cnc[nH]1	89.5	105.6	103.5	10.1	0.56	-10.7	-8.4	0.0	-10.8
COc1cccc(NC(=O)CCCOc2cc(=O)n(C)c3ccccc23)c1	87.2	99.7	73.4	7.2	0.1	-4.8	14.7	1.8	-16.0
COc1ccc(NS(=O)(=O)c2ccc(N)c(C(=O)O)c2)cc1	67.7	nt	93.6	4.9	0.44	-16.3	2.9	18.5	41.2[fluorescence artefact?]
COc1ccccc1-c1cc(C(F)(F)F)nc(N2CCN(c3ccc(F)cc3)CC2)n1	nt	nt	nt	-13.9	-0.37	nt	-24.8	-1.9	nt

# (continued)
canonical_smiles	H69AR inhibit	Lung fibro prol	HUVEC inhibit	HUVEC tox IL1B	PTK2B oligo ant	TNFa cytotox	VCAM1 TNFa inh	F-actin modifier	Smad3 FoxH1 inh
COc1cc2c(cc1NC(=S)Nc1cccc(C(F)(F)F)c1)oc1ccccc12	30.2*	98.6	45.5	6.8	-0.58	17.7	18.2	-5.8	-9.4[fluorescence artefact?]
COc1ccc(N2C(=O)[C@@H]3Cc4ccccc4CN3C2=O)cc1	99.1	100.1	109.1	11.4	-0.32	-11.1	-17.9	16.8	0.2
O=C(OCn1nnc2ccccc2c1=O)C1COc2ccccc2O1 (stereo not drawn)	102.5	100.1	101.8	1.4	0.38	-16.9	-6.0	-7.4	11.6[fluorescence artefact?]
O=C(/C=C/c1ccc(Br)o1)OCc1ccccc1	117.9	98.9	112.6	-127.3	0.73	-20.0	6.2	4.3	-2.2
N#CC1=C(N)OC2=C(C(=O)CCC2)C1c1ccc(OC(=O)N2CCOCC2)cc1 (stereo not drawn)	81.0	100.9	101.5	nt	0.25	nt	nt	nt	1.0
COc1ccc(C2N=C(N)N=C(N)N2c2ccccc2)cc1OC (stereo not drawn)	92.3	103.4	89.4	0.5	0.79	-9.7	-0.8	26.9	-1.0
CCOc1ccc(C(=O)Nn2cnnc2)cc1	95.4	86.4	100.5	nt	0.54	nt	nt	nt	0.8[fluorescence artefact?]
CCc1ccc(OCC(=O)Nc2cc(S(=O)(=O)CC)ccc2O)cc1	nt	nt	nt	8.1	-0.52	0.6	16.0	10.6	nt
CC(=O)Nc1ccc(N2C(=O)CC(N3CC(C)OC(C)C3)C2=O)cc1 (stereo not drawn)	96.4	100.2	96.8	-15.3	-0.12	-19.5	-23.6	10.8	3.1
Cc1csc(NC(=O)CSc2nnc(-c3ccco3)n2C)n1	83.9	86.3	79.9	-51.0	-0.32	-18.7	-7.1	nt	-2.5
COc1ccc(-c2[nH]ncc2/C=C(/C#N)C(=O)NC2CCCCC2)cc1	nt	nt	nt	6.8	-2.09	-16.2	-23.2	-3.9	nt
O=C(Nc1ccc(Br)cc1)C1CCC(=O)N1Cc1ccccc1Cl (stereo not drawn)	nt	nt	nt	-17.0	-1.04	-28.2	1.4	-9.2	nt
Cc1ccc(S(=O)(=O)NC2=NCN(CCOC(=O)c3ccccc3)CN2)cc1	98.4	102.5	104.8	-2.0	-0.1	17.0	34.4	-17.5	5.0

# This is a subset, so the mix of outcomes need not match the whole.
